Tb hexokinase – T. brucei hexokinase 1 inhibition; recombinant TbHK1, G6PDH-coupled NADH A340; inhibition, % at 10 µM; actives 0.11% (n = 220,000); AID 1430;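 active means inhibition of 50% or more in the single-dose primary screen; inactive means inhibition below 50%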
zVAD death inh – blocks zVAD induced death of L929 cells; actives 0.38% (n = 220,000); L929 zVAD necroptosis rescue, ATP luminescence, 24 h; with zVAD 60 µM; viability rescue, % at 10 µM; AID 1377;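 active means activation, scaled between plate controls, above about 75%, limit read from the data; inactive means activation under that limit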;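 further: 0% = zVAD with DMSO and 100% = DMSO alone without zVAD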
eIF4E 4G PPI – blocks eIF4E binding to eIF4G; inhibition, % at 21.7 µM; AID 782; actives 0.37% (n = 220,000); TR-FRET eIF4E-eIF4GI(517-606) binding, 2 h;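 active means inhibition above about 30%, limit read from the data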;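 further: 0% = full FRET control wells and 100% = background wells lacking eIF4GI fragment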
EP2 mod – modulates human prostaglandin E2 receptor EP2 signaling | P43116 | actives 0.83% (n = 260,000) | induction, % at 25 µM | EP2-expressing cells, cAMP HTRF FRET, PGE2 co-stimulation | AID 940;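 active means compounds whose cAMP rise, as percent of the full-agonist control response, exceeds 60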;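 further: rat C6 glioma line stably carrying human EP2 under a CMV promoter; the protocol text gives 20 µM as final concentration; 100% = response of wells given 1 µM PGE2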
Target sequence (P43116 whole entry, looked up): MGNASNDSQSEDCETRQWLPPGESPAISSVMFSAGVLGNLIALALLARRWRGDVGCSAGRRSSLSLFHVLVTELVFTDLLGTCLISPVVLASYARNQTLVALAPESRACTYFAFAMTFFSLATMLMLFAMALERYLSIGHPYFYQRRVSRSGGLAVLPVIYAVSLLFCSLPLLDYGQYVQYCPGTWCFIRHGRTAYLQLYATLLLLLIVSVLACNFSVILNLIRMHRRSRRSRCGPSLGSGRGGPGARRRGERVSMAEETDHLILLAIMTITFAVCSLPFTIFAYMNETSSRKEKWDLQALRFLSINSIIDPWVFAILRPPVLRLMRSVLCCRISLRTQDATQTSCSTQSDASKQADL
EP2 antag – inhibitors of human EP2 prostaglandin E2 receptor. P43116. C6 glioma cells expressing human EP2, cAMP TR-FRET; cells stimulated with saturating PGE2. inhibition, % at 25 µM. actives 0.52% (n = 260,000). AID 1422;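 active means percent inhibition above 40 after rounding to a whole number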;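 further: rat C6 glioma host cells with rolipram phosphodiesterase inhibitor present; the protocol text gives 20 µM as final concentration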
Hck Nef HTS – inhibitors of human Hck kinase activated by Nef. P08631. inhibition, % at 20 µM. Recombinant Hck-YEEI plus Nef, Z-Lyte FRET kinase assay. actives 0.68% (n = 220,000). AID 463187;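 active means Hck-Nef kinase inhibition above about 50%, limit read from the data; inactive means inhibition below that limit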;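 further: 0% = DMSO with Hck plus Nef and 100% = Hck alone without Nef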
Target sequence (P08631 whole entry, looked up): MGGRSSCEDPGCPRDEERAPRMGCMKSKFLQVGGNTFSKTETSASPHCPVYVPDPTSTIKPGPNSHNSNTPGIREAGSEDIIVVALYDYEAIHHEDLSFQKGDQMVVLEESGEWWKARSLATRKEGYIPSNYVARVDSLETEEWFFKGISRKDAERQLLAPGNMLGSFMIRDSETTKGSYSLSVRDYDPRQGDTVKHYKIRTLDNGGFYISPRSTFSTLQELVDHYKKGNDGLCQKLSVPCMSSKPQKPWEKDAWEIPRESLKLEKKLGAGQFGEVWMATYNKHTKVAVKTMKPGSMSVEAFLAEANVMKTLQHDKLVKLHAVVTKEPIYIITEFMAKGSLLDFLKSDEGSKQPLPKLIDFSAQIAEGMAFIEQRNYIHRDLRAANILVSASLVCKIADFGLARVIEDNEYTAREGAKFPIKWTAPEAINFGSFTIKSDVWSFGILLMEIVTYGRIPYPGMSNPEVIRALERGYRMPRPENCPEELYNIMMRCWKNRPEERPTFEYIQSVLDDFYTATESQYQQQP
14-3-3 Bad PPI – disrupts binding of bovine 14-3-3 zeta to phospho-Bad peptide; TR-FRET 14-3-3zeta/Dy647-pBad peptide displacement, 1 h; P63103; inhibition, % at 21.7 µM; actives 0.71% (n = 220,000);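 active means inhibition above about 70%, limit read from the data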;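 further: 0% = full 14-3-3 plus peptide FRET controls and 100% = background without 14-3-3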
Rad51 HR inh – blocks human Rad51 in homologous recombination | inhibition, % at 10 µM | Q06609 | actives 0.085% (n = 200,000) | hRad51 DNA strand exchange, fluorescence dequenching;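 active means inhibition above 40% at the single screening dose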;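 further: 0% = DMSO control wells and 100% = blanks with heterologous ssDNA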
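Material: Human Rad51 nucleoprotein filaments preassembled on unlabelled ssDNA | Also added: Labelled 47-mer dsDNA for strand exchange | Dosing: Single dose, 10 µM final compound | Schedule: 30-min compound preincubation and 15-min exchange, both room temperature | Technique: Fluorescence dequenching at 485/520 nm | Measure: Percent inhibition relative to plate controls and blanks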
m-calpain inh – blocks pig calpain II enzyme activity | AID 1236 | actives 0.37% (n = 220,000) | purified calpain II, fluorogenic peptide substrate, 30 min | inhibition, % at 16 µM;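 active means inhibition above about 50%, limit read from the data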
* = called active by the depositor; i = inactive; nt = not tested or not shown; [ ] = dose if it differs, or a comment. These rows are one share of the data; the hit share may differ from the screen's.

SMILES	Tb hexokinase	zVAD death inh	eIF4E 4G PPI	EP2 mod	EP2 antag	Hck Nef HTS	14-3-3 Bad PPI	Rad51 HR inh	m-calpain inh
COc1ccc(-c2c(C#N)sc(C(N)=O)c2-c2ccc(OC)cc2)cc1	-6	1.3	-4	53	7	5	6	30	13
CCOC(=O)c1ccc(Cl)c(NC(=O)c2ccc(-c3ccccc3)cc2)c1	-3	-0.2	nt	-4	nt	19	nt	-1	22
CCC1CC2(C)NC(=O)c3c(sc4c3CC(C)(C)OC4)N2C1=O (stereo not given)	-9	1.5	23	28	nt	1	19	nt	-177
Cn1ncc2c(NNC(=O)c3ccc(Cl)cc3Cl)ncnc21	-1	1.3	-1	-3	6	2	5[fluorescence artefact?]	-6	34
CN(C)C(=O)C(=O)c1cccn1-c1cccc(Cl)c1C#N	1	0.3	1	9	5	-7	-11	8	24
O=C(NCc1ccco1)c1cccc2c1C(=O)N(C1CCCCC1)C2	-1	3.9	-6[fluorescence artefact?]	17	5	10	-17[fluorescence artefact?]	-2	5
CC1(C)CC(=O)C2=C(C1)OC(N)=C(C#N)C2C1C=CCCC1 (stereo not given)	4	0.1	1	28	10	18	12	0	18
CC(C)CCNC(=O)C1CCC(CNc2c(N3CCC(C)CC3)c(=O)c2=O)CC1 (stereo not given)	-11	1.3	-1	8	6	16	-2	14	-4
O=c1cc(-c2ccc(Cl)c(Cl)c2)[nH][nH]1	0	1.2	5	1	22	0	11[fluorescence artefact?]	2	28
CC(=O)c1ccc(N2CCN(c3ccc(S(=O)(=O)NCCCN(C)C)cc3[N+](=O)[O-])CC2)cc1	-38	-0.2	-2	-45	-1	15	1	10	-17
CC1=C(C(=O)Nc2ccccn2)C(c2cccnc2)n2nnnc2N1 (stereo not given)	4	-0.2	-3[fluorescence artefact?]	18	14	0	2	1	-19
CCN(Cc1ccccc1)c1ccc(N=Nc2nn(C)c(C)c2[N+](=O)[O-])cc1	-16	1.2	2	-2	6	-1	-6[fluorescence artefact?]	5	30
Nc1ccc(/C=C/C(=O)c2cccs2)cc1	-21	14	1	21	9	-11	1	-25	-59
CC1CCC2C(=O)N(c3cccc(OS(=O)(=O)c4ccccc4)c3)C(=O)C2C1 (stereo not given)	4	1.1	7[fluorescence artefact?]	18	7	3	5[fluorescence artefact?]	4	0
Cc1ccc(C(=O)NCCc2ccc(S(N)(=O)=O)cc2)cc1[N+](=O)[O-]	12	0.5	-2	1	2	13	8	4	10
CCc1ccccc1N1CC(C(=O)O)CC1=O (stereo not given)	8	0.4	1	43	12	6	7[fluorescence artefact?]	4	-14
O=C(NCCc1ccccc1)C1CCCN(S(=O)(=O)c2cccs2)C1 (stereo not given)	1	-0.7	0	5	14	18	-6	0	11
Cc1nc2ccccc2n1CC(O)COc1ccccc1Cl (stereo not given)	2	-0.5	3	-81	6	21	-2	-2	-15
Cn1c(=O)c2c(-c3ccc(C(C)(C)C)cc3)n(N3CCOCC3)cc2n(C)c1=O	-4	-0.3	0	19	9	-1	-19	0	-55
Cc1ccc(-n2c(=O)c(C#N)cc3c(=O)n4cccc(C)c4nc32)cc1	-10	-0.2	-33	10	6	67*	8[fluorescence artefact?]	-1	i
COc1cccc(/C=C2\N=C(C3CCCCC3)OC2=O)c1OC	-4	0.2	1	-11	4	2	-8	-15	-16
CCCc1cc(C(=O)NCc2ccc(OC)cc2)no1	-6	1.1	2	-7	7	20	2	-2	-15
O=C(NCc1nnc(SCC(=O)N2CCCC2)o1)c1ccccc1F	-6	-0.2	5[fluorescence artefact?]	20	13	11	-3	0	-51
COc1cccc2[nH]c3c(N4CCN(Cc5ccc6c(c5)OCO6)CC4)ncnc3c12	0	0.4	12[fluorescence artefact?]	-63	nt	2	-10[fluorescence artefact?]	nt	i
CCOC(=O)c1c(C)[nH]c(C(=O)COC(=O)CNC(=O)c2ccc(Cl)cc2Cl)c1C	35	0.5	2[fluorescence artefact?]	1	9	1	-27	-2	-7
Nc1ccc2oc(-c3cccc4ccccc34)nc2c1	-27	2.5	6	-36	26	0	0	-6	7
CCOc1ccc(-n2nc(C(=O)N3CCN(CC)CC3)c3ccccc3c2=O)cc1	-5	0.4	0[fluorescence artefact?]	10	11	-2	-5	4	-28
COc1cc2c(cc1O)[C@@H]1Cc3cc(O)c(OC)cc3[C@H](C2)N1C	-3	0.3	2	15	2	25	-9	-6	-21
CCc1ccccc1NC(=O)/C(C#N)=C/c1ccc(Sc2ccccc2)o1	23	0.3	-2[fluorescence artefact?]	-29	6	0	7[fluorescence artefact?]	-5	15
Clc1ccc(SCc2cc(N3CCOCC3)nc(-c3ccccn3)n2)cc1	0	0.9	-3	3	12	-7	-18	-6	1
CC1(C)CC(=O)c2sc(NS(=O)(=O)c3ccccc3)nc2C1	-35	0.8	2	33	12	-4	2	3	28
CCC(=O)N1CCC2(CC1)Oc1ccc(F)cc1C(=O)C21CC(c2cccnc2)=NO1 (stereo not given)	-10	1.0	-2	6	7	28	-3	-1	-9
Cc1nc2c(-c3ccccc3)c[nH]n2c(=O)c1Cc1ccccc1	-3	-0.2	4	-59	13	23	-31	0	-224
Cc1ccc(-c2csc(/C(C#N)=C(\O)CCl)n2)cc1	-8	-0.3	0	-50	8	29	-7	-1	-12
Cc1cccc(C)c1NC(=O)CC1SC2=NCCN2C1=O (stereo not given)	-8	1.0	1	14	12	3	6	10	-27
O=[N+]([O-])c1ccc(N2CCOCC2)cc1N1CCCCC1	-12	2.2	2	1	2	9	-2	-3	12
COc1cccc(NC(=O)C23CCC(C)(C(=O)O2)C3(C)C)c1 (stereo not given)	-4	-0.1	-8	2	24	2	-3	8	23
CC1(C(=O)NCCN2CCOCC2)C=CC2(CCCCC2)N1C(=O)c1ccccc1 (stereo not given)	-2	0.7	3	20	12	-5	-7	-2	-18
O=C(CSc1ccc2nnc(-c3cccnc3)n2n1)N1CCOCC1	-7	0.5	0	-9	8	1	2	-8	-62
COc1ccc(C2/C(=C(/O)c3ccc(C)cc3)C(=O)C(=O)N2C)cc1 (stereo not given)	-36	1.3	1	12	9	0	12	3	-2
CCOC(=O)C1=NN(c2ccc(OC)cc2)C2C(=O)N(c3ccccc3OC)C(=O)C12 (stereo not given)	-30	0.7	3	4	7	-95	-1	nt	-10
C=CCc1ccc(OCCCCNC(C)CC)c(OC)c1 (stereo not given)	3	nt	5[fluorescence artefact?]	-1	3	4	5	19	3
COc1cccc(NC(=O)C(c2ccccc2)N2CCNC(=O)C2)c1 (stereo not given)	2	1.2	1	3	2	22	-3	10	34
COC(=O)c1cccc(NC(=O)C2COc3ccccc3O2)c1C (stereo not given)	nt	nt	-3	20	11	nt	-1	2	13
O=c1cccccc1NN=C1CCCCC1	-25	0.4	-4	0	6	18	-3	-2	-20
O=C(Nc1ccc(-c2nc3ccccc3o2)cc1)c1cc(-n2cnnc2)ccc1Cl	-18	1.5	-2	-42	17	2	8	-6	-84
CN(C(=O)c1cccs1)c1ccccc1C(=O)O	-2	0.1	8	3	7	1	-6	-7	-122
O=C(CSc1nnc(NC(=O)Cc2ccccc2)s1)NCC1CCCO1 (stereo not given)	-5	4.3	1	25	9	8	-5	2	-25
Cc1cc(NC(=O)c2cc(C3CC3)on2)n(-c2ccccc2)n1	-1	0.1	-1	18	10	15	3	4	-19
Cc1cccc(C2N=C(N)Nc3nc4ccccc4n32)c1 (stereo not given)	-9	-0.4	1	-14	11	19	-8	nt	-54
O=C(COc1ccccc1Cl)Nn1cnnc1	6	0.0	-3	32	12	1	-10	1	-23
CCCCNC(=O)CN(C1CCCCC1)S(C)(=O)=O	2	-0.3	3	7	4	8	-1	5	-50
CCCCC(=O)NC(c1ccco1)c1cc(Cl)c2cccnc2c1O (stereo not given)	4	1.3	1	46	8	20	-19	11	-11
N/C(=N\O)C1COc2ccccc2O1 (stereo not given)	3	0.1	0	11	5	0	84*	3	19
Cc1c(C2Nc3ccccc3C(=O)N2O)cnn1C (stereo not given)	1	0.5	-3	-2	15	1	-2	4	-22
Nc1ncnc2nc(SCCC(=O)O)[nH]c12	-10	0.7	-3	24	3	10	3	-3	-8
COc1ccc(Cc2n[nH]c(=S)o2)cc1	2	4.3	0	10	11	24	-14	17	-32
O=c1[nH]c(CSc2nnc(-c3ccccc3)n2-c2ccccc2)nc2ccccc12	-2	nt	1	22	8	-2	1[fluorescence artefact?]	nt	-3
Cc1ccc2cc(CN(c3ccccc3)S(=O)(=O)c3ccccc3)c(=O)[nH]c2c1	-16	0.6	-4	11	8	8	1	-5	-15
Cc1nc2sc(C(c3cccs3)N3CCN(Cc4ccccc4)CC3)c(O)n2n1 (stereo not given)	-10	-1.0	1	-34	8	11	-4	1	7

Reformatted in CSV form: entries from further up
smiles,Tb hexokinase,zVAD death inh,eIF4E 4G PPI,EP2 mod,EP2 antag,Hck Nef HTS,14-3-3 Bad PPI,Rad51 HR inh,m-calpain inh
CCCCNC(=O)CN(C1CCCCC1)S(C)(=O)=O,2,-0.3,3,7,4,8,-1,5,-50
CCCCC(=O)NC(c1ccco1)c1cc(Cl)c2cccnc2c1O (stereo not given),4,1.3,1,46,8,20,-19,11,-11
N/C(=N\O)C1COc2ccccc2O1 (stereo not given),3,0.1,0,11,5,0,84*,3,19
Cc1c(C2Nc3ccccc3C(=O)N2O)cnn1C (stereo not given),1,0.5,-3,-2,15,1,-2,4,-22

(continued)
SMILES	Tb hexokinase	zVAD death inh	eIF4E 4G PPI	EP2 mod	EP2 antag	Hck Nef HTS	14-3-3 Bad PPI	Rad51 HR inh	m-calpain inh
Cc1ccc(C)c(NC(=O)C(Sc2nnc(-c3cccs3)o2)c2ccccc2)c1 (stereo not given)	1	-0.9	-2[fluorescence artefact?]	26	10	-2	-14	1	16
Fc1cccc(Cl)c1/C=N/Nc1ccccn1	-6	83*	0	18	3	22	-22	-1	3
O=C(NC1=NCCS1)c1csc2ccccc12	-10	3.2	8	2	8	3	-5	3	-21
Cc1ccc(C)c(Nc2c(F)c(F)c(F)c(F)c2C(=O)O)c1	2	3.5	-4	26	-1	16	-4	-1	-19
COCc1[nH][nH]c(=O)c1C=Nc1ccccc1	-29	-0.8	6	25	nt	1	9	nt	-23
CC(=O)Oc1oc(-c2ccccc2)nc1/C=N/c1ccccn1	-12	-0.2	2	-15	25	6	6	-6	9
Clc1ccc(OCCCn2ccnc2)c(Br)c1	4	-0.1	0	-60	9	8	19[fluorescence artefact?]	nt	-2
CC(=O)N[C@@H](C)C(=O)OC(C)C(=O)Nc1cccc([N+](=O)[O-])c1 (stereo not given in full)	-6	0.6	-3	-16	2	22	-7	-1	5
FC(F)(F)c1ccccc1NC(=S)Nc1cccc(Cl)c1	0	-0.4	1	22	7	-4	-18	18	-5

Record cards, as listed above. Values in the order: Tb hexokinase	zVAD death inh	eIF4E 4G PPI	EP2 mod	EP2 antag	Hck Nef HTS	14-3-3 Bad PPI	Rad51 HR inh	m-calpain inh
Cc1ccc2cc(CN(c3ccccc3)S(=O)(=O)c3ccccc3)c(=O)[nH]c2c1 in the list: -16	0.6	-4	11	8	8	1	-5	-15
Cc1ccc(C(=O)NCCc2ccc(S(N)(=O)=O)cc2)cc1[N+](=O)[O-] in the list: 12	0.5	-2	1	2	13	8	4	10
CC1(C)CC(=O)C2=C(C1)OC(N)=C(C#N)C2C1C=CCCC1 (stereo not given) in the list: 4	0.1	1	28	10	18	12	0	18
